Mtb UGM inh: M. tuberculosis UGM enzyme inhibitors, primary screen, biochemical, fluorescence polarization, single point. inhibition, % at 10 µM. 320,000 compounds, 0.06% hits. UDP-galactopyranose mutase (Mycobacterium tuberculosis (strain ATCC 25618 / H37Rv)), …. AID 504406, 2011. purified UGM, fluorescence polarization probe displacement; in the data active = inhibition above about 10%, passing the limit was not always enough
Target sequence (P9WIQ1 whole entry, looked up): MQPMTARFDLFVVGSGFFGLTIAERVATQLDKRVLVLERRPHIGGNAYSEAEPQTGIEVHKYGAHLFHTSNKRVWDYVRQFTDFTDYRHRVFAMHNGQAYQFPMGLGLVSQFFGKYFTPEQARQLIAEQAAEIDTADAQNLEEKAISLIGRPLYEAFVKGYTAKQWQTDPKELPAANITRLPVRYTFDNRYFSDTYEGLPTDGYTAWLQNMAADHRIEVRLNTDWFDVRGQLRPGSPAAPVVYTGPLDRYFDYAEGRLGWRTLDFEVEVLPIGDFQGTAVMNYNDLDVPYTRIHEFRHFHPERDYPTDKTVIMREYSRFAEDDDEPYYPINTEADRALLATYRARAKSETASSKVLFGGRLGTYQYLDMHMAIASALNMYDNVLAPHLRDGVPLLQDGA
PriA SSB inh: inhibitors of Klebsiella pneumoniae PriA binding to SSB C-terminal tail, primary screen, biochemical, AlphaScreen; inhibition, % at 33 µM; AID 1272365, 2023; 430,000 compounds, 0.6% hits; PriA–SSB C-terminal tail interaction (Klebsiella pneumoniae); AlphaScreen SSBct-PriA binding, biotinylated peptide; in the data active = inhibition mostly above about 37%, no sharp cut-off; inactive = mostly below about 20%;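 also: plate controls were negative control peptide for no effect and reference peptide for full effect; strong numbers were not always called active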
GDH-TPI counter: GDH-TPI coupling enzyme inhibitors, primary screen, artefact control for M. tuberculosis FBA inhibitor project, biochemical, absorbance, full deck | GDH-TPI coupled enzyme counterscreen, NADH absorbance | inhibition, % at 4.8 µM | 360,000 compounds, 1.2% hits; in the data active = inhibition above about 30%;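 also: 0% = DMSO wells and 100% = wells lacking the enzyme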
3CLpro inhibitor: SARS-CoV 3CLpro protease inhibitors, primary screen, biochemical, quenched FRET | Replicase polyprotein 1ab (Severe acute respiratory syndrome coronavirus), P0C6X7 | recombinant SARS-CoV 3CLpro, quenched FRET peptide cleavage | inhibition, % at 6 µM | 290,000 compounds, 0.14% hits | AID 1706, 2009; in the data active = inhibition above about 12%
VHR inh abs: VHR1 phosphatase inhibitors, primary screen, biochemical, absorbance, uHTS; AID 1654, 2009; 290,000 compounds, 0.52% hits; recombinant VHR phosphatase, pNPP absorbance; inhibition, % at 13.3 µM; Dual specificity protein phosphatase 3 (Homo sapiens), P51452; in the data active = inhibition above about 50%; also: some compounds called inactive have numbers as strong as hits
Target sequence (P51452 whole entry, looked up): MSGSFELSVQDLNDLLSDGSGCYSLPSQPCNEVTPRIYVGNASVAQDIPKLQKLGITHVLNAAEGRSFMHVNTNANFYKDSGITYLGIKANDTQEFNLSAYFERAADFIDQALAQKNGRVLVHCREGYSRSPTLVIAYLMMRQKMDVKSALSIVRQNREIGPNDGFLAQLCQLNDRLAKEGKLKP
MazF activator: activators of E. coli MazEF toxin-antitoxin RNase, primary screen, biochemical, fluorescence, uHTS; Endoribonuclease toxin MazF (Escherichia coli (strain K12)), P0AE70; FAM/BHQ RNA-DNA oligo cleavage fluorescence, 5 h; activation, % at 20 µM; 350,000 compounds, 0.32% hits; AID 504720, 2011; in the data active = activation above about 50%
BH1578 lux ind: inducers of Vibrio cholerae quorum light production without autoinducers, primary screen, BH1578 luxS cqsA deficient, single point; V. cholerae BH1578 lux reporter, luminescence, 6 h; activation, % at 18.7 µM; 350,000 compounds, 0.16% hits; AID 588436, 2011; in the data active = activation mostly above about 9.7%, no sharp cut-off; also: not every result past the cut was called active; inactives centre near 0; reference of the scale not given here
Mtb FBA inh: Mtb FBA enzyme inhibitors, primary screen, biochemical, fluorescence, strain H37Rv; inhibition, % at 1 µM; 360,000 compounds, 2.3% hits; AID 588726, 2011; purified M. tuberculosis FBA, fluorescence read-out; Fructose-bisphosphate aldolase (Mycobacterium tuberculosis (strain ATCC 25618 / H37Rv)), …; in the data active = inhibition above about 27%;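 also: 0% = vehicle and 100% = reference inhibitor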
Target sequence (P9WQA3 whole entry, looked up): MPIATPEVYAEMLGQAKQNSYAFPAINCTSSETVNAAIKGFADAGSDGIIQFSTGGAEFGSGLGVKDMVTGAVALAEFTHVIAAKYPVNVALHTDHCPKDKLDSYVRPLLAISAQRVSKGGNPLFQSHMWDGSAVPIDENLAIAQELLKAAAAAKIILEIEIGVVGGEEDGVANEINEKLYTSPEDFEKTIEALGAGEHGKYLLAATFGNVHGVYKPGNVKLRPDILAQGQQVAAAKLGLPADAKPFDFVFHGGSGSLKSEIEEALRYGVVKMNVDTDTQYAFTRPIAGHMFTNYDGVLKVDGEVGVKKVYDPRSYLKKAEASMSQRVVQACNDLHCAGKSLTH
Mtb BioA inh: M. tuberculosis BioA enzyme inhibitors, primary screen, biochemical, plate reader, single point, HTS. 7,8-diaminopelargonic acid synthase BioA (Mycobacterium tuberculosis). purified M. tuberculosis BioA enzyme. inhibition, % at 9.99 µM. 360,000 compounds, 0.096% hits; in the data active = inhibition above about 40%
Rv3671c protease: Rv3671c serine protease inhibitors, primary screen, biochemical, fluorescence polarization, M. tuberculosis H37Rv | P9WHR9 | inhibition, % at 5.96 µM | 320,000 compounds, 0.048% hits | AID 2606, 2010; in the data active = inhibition above about 38%;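 also: extracellular domain of Rv3671c used as enzyme; 0% = enzyme with DMSO and 100% = no enzyme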
* hit, by the source's call; i = inactive; · = not tested or not shown. Some of the compounds tested; rates above refer to the full screens.

SMILES	Mtb UGM inh	PriA SSB inh	GDH-TPI counter	3CLpro inhibitor	VHR inh abs	MazF activator	BH1578 lux ind	Mtb FBA inh	Mtb BioA inh	Rv3671c protease
CC(=O)NN1C(=O)c2ccc3c4c(ccc(c24)C1=O)C(=O)N(NC(C)=O)C3=O	-1.1	1	15	1	25	69*	2.3	0	0.0	-9
Cn1c(=O)c2[nH]c(SCCN3CCOCC3)nc2n(C)c1=S	·	-9	23	·	·	4	-1.0	4	-0.9	·
COCCNC(=O)c1cc(-c2cccnc2)nc2ccc(Br)cc12	-0.8	1	13	3	30	-4	i	0	0.0	0
CC(C)(C)NC(=O)C(c1cccs1)N(C(=O)C(=O)NC1CCCC1)c1ccccc1F (centres undefined)	-1.9	0	0	-1	-3	-8	i	3	·	2
COc1cccc(-c2cnc(C(O)c3c(C)cc(C)cc3C)[nH]2)c1 (centres undefined)	·	·	5	·	·	·	-0.9	1	-0.3	·
O=c1cc(O)nc(SCc2ccc(Cl)cc2)[nH]1	-0.6	-16	4	-2	23	2	-1.7	-1	0.2	-8
Cn1c(=O)c2c(nc(NCCc3ccccc3)n2Cc2ccc(F)cc2)n(C)c1=O	1.5	-19	-6	6	-13	3	-0.1	-3	2.2	1
Cc1cccc(C(=O)Nc2ccc(NC(=O)c3ccccc3)cc2)c1	0.5	-11	-2	6	22	9	-0.1	-2	2.6	-13
Cc1ccc(C)c(NC(=S)N2CCCC2)c1	-0.4	-18	14	1	36	4	i	2	-1.5	2
CC(C)Cc1nnc(NC(=O)CCC(=O)N2CCN(Cc3ccc(Cl)cc3)CC2)s1	-0.4	-21	5	-7	-2	-1	-4.2	3	·	4
CC(C)(C)c1cnnn1-c1ccc(-c2csc(N)n2)cc1	-1.2	0	-3	2	-7	0	-0.4	1	-0.5	1
CC(NC(=O)Cn1c(=O)[nH]c2ccsc2c1=O)C12CC3CC(CC(C3)C1)C2 (centres undefined)	0.2	-19	4	-1	-2	-3	i	1	-4.7	-4
CCCc1c(C)nc2scc(-c3ccc(Cl)cc3)n2c1=O	·	·	2	·	·	6	i	1	-0.8	·
CS(=O)(=O)N(CC(=O)NCc1ccncc1)Cc1ccc(Cl)cc1	·	14	8	4	9	5	i	1	0.0	·
CC(NC(=O)COC(=O)/C=C/c1ccc([N+](=O)[O-])cc1)c1ccccc1 (centres undefined)	0.8	-1	7	1	-1	6	-0.3	-2	·	-5
O=Cc1ccc(Oc2cc(-c3ccccc3)nc(-c3ccccc3)n2)cc1	0.2	-14	8	3	-8	-4	i	-2	-1.1	-4
CCn1c(SCC(=O)Nc2cccc(NC(=O)c3ccco3)c2)nnc1-c1cccs1	-1.5	2	11	-1	14	6	-3.2	-1	0.6	0
Cc1ccccc1C(=O)N1CCN(c2ccccn2)CC1	1.7	-2	0	1	3	-3	·	10	0.8	-1
O=C(Nc1ccc(-c2ccc3nncn3n2)cc1)C1CCCC1	-0.5	-3	4	0	10	1	-0.8	-1	-1.5	-11
Cc1cccc2[nH]c(CN(C)Cc3nc(CC4CC4)no3)nc12	-1.8	-10	4	4	12	2	-0.3	1	0.0	-3
COc1ccc(-n2nc(C(N)=O)nc2-c2ccccc2)cc1	-2.1	4	-9	-5	27	10	0.3	2	1.8	3
O=C(NCc1ccccc1)C(c1ccccn1)N(C(=O)c1csnn1)c1ccccc1F (centres undefined)	0.0	6	-8	-1	30	6	-0.5	1	-0.8	2
COc1ccc(N2CC(C(=O)N[C@H](C(=O)NC3CCCC3)C(C)C)CC2=O)cc1 (some centres undefined)	-0.9	-9	4	-1	40	13	-0.3	-1	-3.0	-14
CCNc1c(NC(=O)c2cccs2)c(=O)oc2ccccc12	-2.4	-15	6	2	26	8	-0.1	1	-0.4	-10
Cc1c(N2C(=O)/C(=C/c3cccc4ccccc34)SC2=S)c(=O)n(-c2ccccc2)n1C	1.9	·	7	0	·	-4	-8.3	-3	2.4	-4
COc1ccc(N(C(C)C(=O)Nc2ccc(S(=O)(=O)N3CCCCC3)cc2)S(C)(=O)=O)cc1 (centres undefined)	2.0	-10	-2	-2	-32	-6	-4.5	3	-3.9	-9
O=C(CCc1nc2ccccc2c(=O)[nH]1)NNC(=O)c1cccc(Cl)c1	2.5	-7	-3	·	·	-8	-3.7	-2	-0.4	-2
CCOC(=O)N/N=C/c1c(C)nn(-c2ccccc2Cl)c1Cl	-0.2	·	2	-3	13	8	-0.3	-2	·	11
CC(C)C(=O)NC(=S)N(Cc1ccccc1)Cc1ccccc1	-0.5	0	5	3	8	-13	0.9	-3	·	-6
O=C(CN(c1ccc(F)cc1)S(=O)(=O)c1ccc2c(c1)OCCO2)Nc1ccc2c(c1)OCO2	1.0	0	1	-1	-18	8	0.0	-2	-0.7	-5
O=C(NCCO)C(O)C(O)C(=O)NCCO (centres undefined)	-0.6	-16	-1	3	20	-1	-0.2	2	·	6
O=C(NCCCn1ccnc1)c1cc2nc(-c3ccc(Br)cc3)cc(C(F)(F)F)n2n1	-0.1	-2	0	-6	27	2	i	5	0.6	-7
COCCNC(=O)C1CCCN(Cc2ccccc2F)CC1 (centres undefined)	·	·	7	·	·	·	0.8	0	-0.7	·
CC1=C(C(=O)Nc2ccccc2)C2(CCCCC2)C(C#N)=C(S)N1	-1.3	-4	10	1	17	1	i	1	-0.4	0
CC(C)c1cccc(C(C)C)c1OCCCCN1CCCC1	-2.3	-8	-2	-6	4	29	-1.5	-1	-0.3	0
C=CCn1c(=S)[nH]c2scc(-c3cccs3)c2c1=O	·	2	9	4	0	-1	-0.8	-3	0.0	·
Nc1ccc(C(=O)OC2CCOC2=O)cc1[N+](=O)[O-] (centres undefined)	-1.9	4	4	0	-11	9	-0.7	-1	-0.7	2
N#Cc1ccc(OCC(=O)N2CCN(c3ccc(C(F)(F)F)cn3)CC2)cc1	-2.5	13	3	·	·	-22	-2.5	8	-3.9	4
Nc1n[nH]c(-c2cccc([N+](=O)[O-])c2)n1	0.7	-8	-3	-4	-10	4	-0.2	3	3.3	0
Cc1ccc(NC2CCCN(C(=O)c3cccc4nccnc34)C2)cc1C (centres undefined)	0.4	-9	1	0	10	0	i	2	1.1	-4
CC(O)C1C=CC=CC(=O)OC2CC3OC4C5OC5(C)C(O)CC4(COC(=O)C(O)C(C)CCO1)C2(C)C31CO1 (centres undefined)	·	·	9	·	·	11	i	-1	·	·
COc1cc(-c2noc(C3CCCN(C(=O)c4ccccc4)C3)n2)cc(OC)c1OC (centres undefined)	1.2	0	3	-6	5	5	-0.8	1	2.0	0
O=C(c1ccc(Cl)cc1)N1CCn2c1nc1ccccc12	3.0	-2	-4	2	46	0	-0.5	6	·	-6
COc1ccc(-c2nc(-n3c(C)c(C(C)=O)c(C(C)=O)c3C)sc2C)cc1	-1.1	-4	6	7	20	-5	i	-2	-1.1	-5
CC(=O)c1c(C)oc2ccc(N(C(C)=O)S(=O)(=O)c3ccc(Br)cc3)cc12	-1.5	-17	-5	1	1	0	-0.2	-2	1.2	-14
CCN1C(=O)[C@H]2[C@@H](c3ccc(C)cc3)N[C@]3(CCCN(Cc4ccc(OC)cc4)C3=O)[C@H]2C1=O	·	·	7	·	·	7	1.0	0	1.0	·
Cc1cc(C)n(CCN(C)C(=O)CCc2nnc(CCC3CCCCC3)o2)n1	0.1	3	9	1	21	0	-0.6	-5	·	-5
Cc1ccc2[nH]c(=O)c(CN(Cc3ccccc3)C(=S)NCCCN(C)C)cc2c1	0.0	-5	5	1	0	23	-0.2	-2	-0.4	-3
COc1ccccc1NC(=O)c1ccccc1Nc1ccccc1	0.5	-4	10	7	-24	-1	i	-3	-0.8	6
O=C(NCCCN1CCCC(O)C1)c1cc(COc2ccc(F)cc2F)on1 (centres undefined)	0.8	0	0	-4	48	0	i	1	-1.6	5

(continued)
SMILES	Mtb UGM inh	PriA SSB inh	GDH-TPI counter	3CLpro inhibitor	VHR inh abs	MazF activator	BH1578 lux ind	Mtb FBA inh	Mtb BioA inh	Rv3671c protease
CCn1cnc2cc(NC(=O)c3ccco3)ccc21	1.3	7	5	1	13	4	-0.4	0	0.5	1
CC12CC3CC(C)(C1)CC(C(=O)NC(=S)N1CCOCC1)(C3)C2	2.0	-2	5	1	14	-8	i	0	-1.8	5
O=C(Nc1ccccc1C(=O)NCc1ccco1)Nc1cccc2ccccc12	1.5	-7	0	1	15	2	-0.4	22	·	-4
CCOC(=O)[C@H]1[C@H]2COc3ccc(Cl)cc3[C@H]2N2C(=O)CNC(=O)[C@@]12C	3.2	4	-8	·	·	4	i	-2	-1.3	7
Cn1c(=N)n(CC(=O)c2ccc(F)cc2)c2ccccc21	-0.1	-2	-6	-4	6	6	-0.7	-1	-0.7	7
O=C(NNC(=O)c1ccc(-c2ccc([N+](=O)[O-])cc2)o1)c1ccncc1	0.5	-17	19	·	·	-5	-5.7	-2	0.6	5
Cc1cc2c(=O)n(CC(=O)NCC(=O)Nc3ccc(C(C)C)cc3)cnc2s1	-0.6	2	7	-1	2	-4	-0.7	3	·	-5
c1ccc(-c2nnn(C34CC5CC(CC(C5)C3)C4)n2)cc1	-2.3	-36	-5	-2	-4	6	-1.2	4	1.4	2
O=C(c1c(F)cccc1F)N1CCCC(c2nc(-c3cccs3)no2)C1 (centres undefined)	-1.9	-16	-1	-2	31	9	i	-3	1.6	-4
COc1cccc(CN(C)CC(=O)Nc2sc3c(c2C#N)CCC3)c1OC	-3.4	-16	-8	4	17	7	i	0	·	2
COC(=O)C1C(=O)C(C(=O)/C=C/c2ccccc2)C(=O)CC1(C)C (centres undefined)	-0.5	-1	13	8	3	-14	-0.3	4	·	-5
COc1ccc(NC(=O)CSc2nnc(-c3ccccn3)n2-c2ccccc2)cc1OC	-0.6	-7	-2	2	36	-1	-0.4	3	-0.2	-1
COc1cc2c(cc1OC)CN(C(=O)/C=C/c1ccc([N+](=O)[O-])cc1)CC2	0.6	7	14	2	6	6	-0.9	0	6.2	-1
O=C1CCCN1CN(C(=O)c1ccccc1)c1ccc(F)cc1	-1.3	-5	8	2	2	0	-0.4	3	0.2	-1
Nc1cc(N)nc(SCC(=O)Nc2ccc3c(c2)OCO3)n1	0.8	-6	7	-5	53*	6	i	0	1.6	-4
CC(=O)N1c2ccccc2Nc2ccccc21	-2.4	9	2	-2	-11	5	-0.3	2	·	4
O=C(Cn1ncc2c1-c1ccccc1OC2)Nc1nc2ccccc2s1	1.8	-18	-17	10	17	3	-0.2	1	1.3	-10
